Bioassay records (PubChem BioAssay)
APP 5UTR inh – inhibitors of APP translation via 5'UTR reporter, primary screen, APP 5'UTR luciferase, SH-SY5Y cells | inhibition, % at 2 µM | SH-SY5Y APP 5'UTR-luciferase reporter, luminescence | 0.82% of 190,000 active;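 active means inhibition above a set limit, derived from the sample mean plus 3 SD, cut at about 45% in these data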; further: values of inactives mirror those of a sister screen read the other way
NF-kB neuron act – activators of NF-kB expression in neurons, primary screen, cell-based, HTS. human neuronal cells, NF-kB reporter expression; active compounds read high. fold change at 12.5 µM. 1.6% of 190,000 active; in the data active means fold change above about 3.3
STAT1 blocker – STAT1 signaling inhibitors, primary screen, cell-based, HTS, luciferase reporter; NIH 3T3 STAT1-luciferase reporter, IFN-gamma, luminescence; inhibition, % at 5.5 µM; 0.35% of 200,000 active; AID 920, 2007;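 active means inhibition above a set limit, the mean inhibition across all tested compounds plus 3 SD, cut at about 34% in these data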;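 further: 0% = IFN-gamma with DMSO and 100% = IFN-gamma with 300 µM nifuroxazide; values of inactives mirror those of a sister screen read the other way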
FLuc act counter – FLuc activators, initial screening, artefact control for FLuc-dependent activation tests, biochemical, ATPlite luminescence | Luciferin 4-monooxygenase (Photinus pyralis), P08659 | 200,000 tested, under 10 active | ATPlite luciferase biochemical, 10 min; 0 = ATP-free wells, 1 = DMSO control | activation factor at 10 µM;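 active means luciferase activation factor, scaled between plate controls, of at least 2 with compound at 10 µM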
Target sequence (P08659 whole entry, looked up): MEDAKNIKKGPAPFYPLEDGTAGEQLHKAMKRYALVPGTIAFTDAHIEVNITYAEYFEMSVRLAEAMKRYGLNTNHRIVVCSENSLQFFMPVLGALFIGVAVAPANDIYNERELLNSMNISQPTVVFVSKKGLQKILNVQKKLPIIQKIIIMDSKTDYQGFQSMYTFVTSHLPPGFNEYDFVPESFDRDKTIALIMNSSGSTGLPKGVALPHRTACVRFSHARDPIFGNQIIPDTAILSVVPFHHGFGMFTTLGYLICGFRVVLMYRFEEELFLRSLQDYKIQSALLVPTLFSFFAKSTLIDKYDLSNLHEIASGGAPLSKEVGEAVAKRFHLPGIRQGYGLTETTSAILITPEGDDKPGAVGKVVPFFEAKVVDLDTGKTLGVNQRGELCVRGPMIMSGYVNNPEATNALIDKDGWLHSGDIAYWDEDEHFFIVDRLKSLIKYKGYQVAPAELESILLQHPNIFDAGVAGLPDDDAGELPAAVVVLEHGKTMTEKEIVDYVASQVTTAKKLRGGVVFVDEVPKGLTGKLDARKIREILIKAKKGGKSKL
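test system = cell-free luciferase reagent | medium = PBS as buffer for the ATP substrate | dosing = test compounds dosed from 2 mM stocks in 100% DMSO | incubation = 10 min at ambient temperature | detection = luminescence measurement of luciferase light output | benchmarks = low control with PBS replacing ATP, high control enzyme plus ATP without compound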
STAT1 activator – STAT1 signaling activators, primary screen, cell-based, HTS, luciferase reporter. 2.6% of 200,000 active. NIH 3T3 STAT1-luciferase reporter, IFN-gamma, luminescence; 100% = IFN-gamma alone, no compound. activation (% of control), % at 5.5 µM;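 active means activation above the screen-wide mean activation plus 3 SD, cut at about 130% in these data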;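 further: raw ratio to IFN-gamma control signal so 100% means no change and 0% no light; values of inactives mirror those of a sister screen read the other way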
ROMK primary – ROMK potassium channel modulators, primary screen, cell-based, thallium flux, MLSMR library. ATP-sensitive inward rectifier potassium channel 1 (Homo sapiens), P48048. 2% of 130,000 active. Tet-inducible ROMK, thallium flux fluorescence; actives lie on both sides. B-score at 10 µM;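 active means signal ratio slope over the read window, or its plate-corrected B-score, at least 3 SD from the plate mean, either direction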;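 further: B-score of the F/F0 ratio slope over 7 to 12 s after thallium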
Target sequence (P48048 whole entry, looked up): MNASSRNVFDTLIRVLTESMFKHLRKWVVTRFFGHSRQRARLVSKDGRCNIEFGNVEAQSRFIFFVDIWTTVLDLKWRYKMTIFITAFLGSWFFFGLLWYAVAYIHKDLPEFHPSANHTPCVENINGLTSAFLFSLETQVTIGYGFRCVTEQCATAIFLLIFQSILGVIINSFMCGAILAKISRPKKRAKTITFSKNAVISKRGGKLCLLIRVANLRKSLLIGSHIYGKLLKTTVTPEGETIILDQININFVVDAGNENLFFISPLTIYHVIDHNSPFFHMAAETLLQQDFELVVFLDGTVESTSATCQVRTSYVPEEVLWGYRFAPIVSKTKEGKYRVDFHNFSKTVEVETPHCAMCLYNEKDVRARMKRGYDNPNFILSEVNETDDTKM
FLuc inh counter – firefly luciferase enzyme inhibitors, primary screen, artefact control for luciferase-based inhibitor screens, biochemical, luminescence, ATPLite | Luciferin 4-monooxygenase (Photinus pyralis), P08659 | 10 min | inhibition, % at 10 µM | 1.5% of 200,000 active | AID 1006, 2008;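 active means inhibition above about 50% when tested at 10 µM, limit read from the data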
APP 5'UTR act – activators of APP 5'UTR luciferase reporter, primary screen, SH-SY5Y cells. SH-SY5Y APP 5'UTR luciferase reporter, luminescence; zero percent = DMSO vehicle wells. activation, % at 2 µM. 1% of 190,000 active. AID 1276, 2008;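 active means activation above a set limit, based on mean plus 3 SD of controls, cut at about 140% in these data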; further: values of inactives mirror those of a sister screen read the other way
STAT3 activator – IL-6 driven STAT3 reporter potentiators, primary screen, U3A cells, luciferase, luminescence, MLSCN library | AID 871, 2007 | 0.91% of 190,000 active | activation (% of control), % at 5.6 µM | IL-6 STAT3-luciferase reporter; 100% = signal with IL-6 EC80 alone;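 active means activation above the screen-wide mean of compound activation plus 3 SD, cut at about 130% in these data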;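 further: 0% = background luminescence of wells with medium and substrate only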
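Material: STAT1-lacking human U3A cells, STAT3 luciferase reporter | Benchmarks: IL-6-only wells as 100% reference | Probe or stimulus: IL-6 (33 ng/mL) | Timing: Compound 1 h, then IL-6 6 h at 37 °C | Detection: Luminescence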
STAT3 blocker – IL-6 driven STAT3 reporter inhibitors, primary screen, U3A cells, luciferase, luminescence, MLSCN library | IL-6 STAT3-luciferase reporter; host cell line lacks STAT1 | inhibition, % at 5.5 µM | 0.89% of 190,000 active;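 active means inhibition above the mean inhibition across all screened compounds plus 3 SD, cut at about 44% in these data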;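 further: 0% = DMSO only wells and 100% = 100 µM nifuroxazide control wells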
* = called active by the depositor; / = no result given.

SMILES	APP 5UTR inh	NF-kB neuron act	STAT1 blocker	FLuc act counter	STAT1 activator	ROMK primary	FLuc inh counter	APP 5'UTR act	STAT3 activator	STAT3 blocker
S=c1[nH]nc(-c2cc(-c3ccco3)[nH]n2)n1-c1ccccc1Cl	1.3	1.06	-4.4	1	103.9	/	-0.2	-1.3	106.6	-5.4
Cc1cc(C)c2oc(-c3cccc(NC(=O)c4ccc(F)cc4)c3)nc2c1	3.1	1.06	3.4	1	96.8	/	-4.6	-3.1	81.8	23.6
COc1ccc(/C=C2\C(=O)N(Cc3ccc(F)cc3)CC(=O)N2Cc2ccccc2)cc1	/	0.67	0.2	1.1	99.8	/	-5.2	/	108.3	-4.2
CC(=O)Nc1ccc(Sc2ccccc2C(=O)N2CCCC2)cn1	-5.8	1.12	2.8	1	98.0	0.063	2.6	5.8	98.4	2.6
CN(C(=O)c1ccncc1)C1CCS(=O)(=O)C1 (configuration not stated)	4.2	1.09	1.6	1.1	98.6	0.0597	-9.1	-4.2	99.9	4.4
Cc1c(N=C2NC(=O)C(CC(=O)Nc3ccc(Cl)cc3)S2)c(=O)n(-c2ccccc2)n1C (configuration not stated)	14.4	1.25	1.7	1	98.4	/	-2.3	-14.4	106.2	-4.8
CCn1nc(C)c(NC(=O)/C=C/c2ccc(OC)c(COc3ccc(Cl)cc3Br)c2)c1C	-4.4	1.22	-0.6	1.1	100.5	-0.226	-8.4	4.4	71.7	35.8
CC(C)(C)[C@H]1C=C(C(=O)N2CCN(Cc3ccccc3)CC2)O[C@@H](OCCCCO)C1	-2.0	0.96	1.3	1.1	100.2	/	-7.7	2.0	/	/
CN(Cc1ccccc1)Cc1nc2c([nH]1)c(=O)[nH]c(=O)n2C	-12.7	0.95	-2.5	1	102.3	/	-3.9	12.7	94.5	12.3
Cc1ccc(-c2cc(C(=O)Nc3c(C#N)cnn3C)no2)cc1	-18.3	1.67	-7.1	0.5	106.5	/	46.5	18.3	99.0	5.5
O=C(CSc1nnnn1-c1ccc(F)cc1)Nc1ccc(N2CCOCC2)c(Cl)c1	8.0	0.92	16.4	1	85.0	0.565	-3.9	-8.0	97.0	9.0
CCOc1cccc(-c2nnc(SCC(=O)Nc3cc(OC)cc(OC)c3)n2N)c1	-5.5	0.61	1.4	1	98.7	-0.373	-3.8	5.5	100.5	6.9
Cc1nn(CC(O)COc2ccc3c(c2)CCC3)c(C)c1C (configuration not stated)	-16.5	1.17	-7.8	1	107.2	-3.7*	-3.0	16.5	90.5	15.6
NC(=O)C(c1ccc(Cl)cc1Cl)c1ncc(C(F)(F)F)cc1Cl (configuration not stated)	-12.4	1.17	4.0	1.1	96.4	/	-10.3	12.4	102.6	2.6
COc1ccc(CCN(C(=O)C(F)(F)F)C(C(=O)NC2CCCC2)c2cccs2)cc1 (configuration not stated)	-2.2	0.67	-7.0	1.1	105.5	/	-7.5	2.2	108.3	0.6
O=C(c1ccco1)N1CCN(C(c2ccccc2)c2nnnn2C2CCCC2)CC1 (configuration not stated)	-10.2	1.24	-3.6	1.1	108.5	-0.00155	-5.3	10.2	99.4	2.9
O=C(c1ccc2c(=O)n(C3CCCC3)c(=S)[nH]c2c1)N1CCN(C2CCCCC2)CC1	15.6	0.94	-0.2	1	100.2	-1.29	-3.3	-15.6	109.1	-7.9
Cc1nc2c(nnn2Cc2ccccc2)c(=O)[nH]1	-1.0	0.85	-7.3	1	105.0	-1.5	0.5	1.0	101.5	8.9
O=C(O)c1ccc(NC2=C/C(=N/S(=O)(=O)c3ccccc3)c3ccccc3C2=O)cc1	6.4	/	19.1	0.9	82.8	-3.42*	10.8	-6.4	155.1*	-54.8
CSCc1ccc(C(=O)Nc2ccc(C(N)=O)cc2)cc1	-85.3	1.77	-52.7	0.6	146.8*	-0.0205	38.7	85.3	98.4	8.8
O=C(Nc1cccc(C(F)(F)F)c1)N1CCN(C(=O)Nc2cccc(C(F)(F)F)c2)CC1	-5.0	1.02	6.0	1.1	94.4	0.211	-5.1	5.0	88.3	14.3
CCc1ccc(C2NC(=S)NC3=C2C(=O)CC(C)(C)C3)cc1 (configuration not stated)	-12.6	0.81	7.5	1	93.2	/	-2.9	12.6	95.7	0.2
COc1ccc(OC)c(/C=N/NC(=O)CC(=O)NCc2ccccc2)c1	-23.7	1.15	1.4	1.1	96.7	1.69	-9.1	23.7	92.2	12.3
O=C(NCCN1CCOCC1)c1ccc2ccccc2n1	-11.1	1	-5.1	1	104.7	0.00925	-1.6	11.1	125.8	-25.3
CN1C=CC(=C2C(=O)c3ccccc3C2=O)C=C1	-101.6	3.59*	-19.7	0.2	118.0	1.4	75.2*	101.6	68.1	42.1
O=C(NC(NC1CCS(=O)(=O)C1)C(Cl)(Cl)Cl)c1cccc(Cl)c1 (configuration not stated)	6.3	0.97	2.2	1	98.0	/	-3.2	-6.3	95.4	16.5
O=c1[nH]c(CN2CCN(c3ccccc3)CC2)nc2ccccc12	-8.3	1.08	-2.0	1	101.8	-1.63	3.9	8.3	100.9	1.8
CCc1nnc(NC(=O)CSc2ccc(-c3ccco3)nn2)s1	-24.7	1.26	-10.5	0.9	108.5	/	7.6	24.7	102.9	0.1
COC(=O)CCC(=O)Nc1cccc(Br)c1	-5.9	1.16	3.8	1	96.5	0.696	-2.9	5.9	93.6	10.7
COc1cc(OC)cc(C(=O)NC(=S)NCCc2ccccc2)c1	11.0	1.09	-0.6	1	100.5	/	-3.2	-11.0	99.4	11.9
CC(=O)NC1C(OCCOc2ccc(Cl)cc2Cl)OC(COC(C)=O)C(OC(C)=O)C1OC(C)=O (configuration not stated)	-15.4	1.07	3.2	1	97.2	-0.186	-2.5	15.4	104.8	2.1
COC(=O)c1ccc(C(=O)OC)c(NC(=S)N2CCC(C(N)=O)CC2)c1	-3.4	1.27	-9.9	1.1	106.6	-0.308	-6.3	3.4	96.9	5.6
Cc1cc(C=NCCCO)c(C)n1-c1cc(Cl)ccc1Cl	-7.6	1.18	7.3	1	92.2	/	-3.7	7.6	94.5	8.1
COc1cc(SC)ccc1C(=O)N1CCN(c2ccccc2F)CC1	21.2	1.11	11.6	1.1	88.9	-0.626	-7.8	-21.2	100.2	3.8
Cc1nc(SCC(=O)NC2CCCC2)[nH]c(=O)c1Cc1ccccc1	-2.4	1.12	2.1	1	98.0	-0.136	-4.6	2.4	96.0	4.9
CCOC(=O)C1(C)/C(=N/Nc2ccccc2)C(=O)C(=O)N1c1ccccc1 (configuration not stated)	-11.5	1.12	3.0	1.1	97.2	0.0717	-5.9	11.5	98.5	2.0
N#Cc1c(=O)c2nc(NCCCO)ncc2n2c(=O)c3ccccc3[nH]c12	-0.5	0.88	3.6	1	95.8	-0.0158	-1.9	0.5	106.0	0.7
Cc1ccccc1SCc1noc(C(=O)NC(C)C)c1C(=O)O	-15.7	1.1	-0.3	1	100.2	/	-4.7	15.7	103.0	-2.4
CSC[C@@H]1NC(=S)N(c2ccc(C)cc2)C1=O	38.6	0.84	-3.4	1	103.0	-0.898	-4.3	-38.6	106.9	-3.0
CN(C)CCCNc1oc(-c2ccccc2)nc1C#N	3.7	1.17	-5.3	1.1	106.4	-0.228	-5.7	-3.7	104.5	-1.0
COc1nc(NCc2ccco2)nc(NC2CCCCC2)n1	-9.9	1.63	-6.8	1.1	105.2	0.0563	-6.1	9.9	111.1	-9.9
COc1ccc(/C(O)=C2/C(=O)C(=O)N(CCN3CCOCC3)C2c2cccnc2)cc1OC (configuration not stated)	-27.4	1.13	-3.0	1.1	106.0	1.69	-5.8	27.4	103.5	-0.9
Cc1noc(NS(=O)(=O)c2ccc(N3CC(O)=C(c4ccccc4)C3=N)cc2)c1C	1.8	1.07	6.2	1	94.3	0.76	-3.6	-1.8	96.2	6.3
Cc1ccc(N2CN(Cc3cccnc3)CNC2=S)cc1	1.8	1.15	-2.0	1.1	101.8	/	-5.2	-1.8	97.3	4.1
COc1ccccc1CNC(=O)C1CCN(S(=O)(=O)N2CCCCC2)CC1	-4.3	1.24	-0.5	1	100.4	/	-4.1	4.3	96.0	4.2
CN(C)c1nc(N)nc(CSc2nc3c(c(=O)n(C)c(=O)n3C)n2Cc2ccccc2F)n1	6.3	1.32	8.4	1	90.7	/	-4.6	-6.3	89.8	14.2
COc1cc(CC(=O)NCCc2ccc(OCc3ccccc3)cc2)c([N+](=O)[O-])cc1OC	0.7	0.97	-7.5	1	106.9	-0.69	1.7	-0.7	106.2	-7.2
Cc1nc2ccc(NC(=O)COc3cccc(F)c3)cc2s1	-0.9	0.96	-1.6	1	99.1	0.328	-1.7	0.9	85.8	19.9
Cc1ccc2c(c1)N(CC(=O)NCc1cccs1)C(=O)CO2	11.7	1.08	5.1	1	95.7	0.0657	-2.4	-11.7	97.9	8.7
Nc1nc(SCC(=O)Nc2ccccc2C(F)(F)F)[nH]c(=O)c1-c1ccccc1	6.3	0.96	4.3	1	96.4	0.207	-4.7	-6.3	102.0	0.0

Entries listed so far with bromine (2):
SMILES	APP 5UTR inh	NF-kB neuron act	STAT1 blocker	FLuc act counter	STAT1 activator	ROMK primary	FLuc inh counter	APP 5'UTR act	STAT3 activator	STAT3 blocker
CCn1nc(C)c(NC(=O)/C=C/c2ccc(OC)c(COc3ccc(Cl)cc3Br)c2)c1C	-4.4	1.22	-0.6	1.1	100.5	-0.226	-8.4	4.4	71.7	35.8
COC(=O)CCC(=O)Nc1cccc(Br)c1	-5.9	1.16	3.8	1	96.5	0.696	-2.9	5.9	93.6	10.7

More entries:
SMILES	APP 5UTR inh	NF-kB neuron act	STAT1 blocker	FLuc act counter	STAT1 activator	ROMK primary	FLuc inh counter	APP 5'UTR act	STAT3 activator	STAT3 blocker
C=CCOc1cccc(C2/C(=C(/O)c3ccc(C)cc3)C(=O)C(=O)N2CCN2CCOCC2)c1 (configuration not stated)	-7.2	1.16	-1.1	1	101.0	-0.229	3.8	7.2	97.5	5.8
C(=N\Nc1ncnc2sc3c(c12)CCC3)/c1ccncc1	-3.2	0.44	19.3	1.1	82.8	-1.4	-7.9	3.2	82.7	26.0
CCOC(=O)c1c(-c2ccccc2)nc2ccc(Cl)cn12	7.1	0.87	-14.7	1	113.1	/	-4.0	-7.1	92.6	10.8
CN(C)/C=N/c1ncc(-c2ncc(C(F)(F)F)cc2Cl)cn1	-28.1	1.19	4.0	1	94.7	-0.587	-2.3	28.1	84.5	26.4
O=C(CN1CCc2ccccc21)NC(c1ccccc1)c1ccccc1	-11.9	1.52	7.2	1.1	93.6	-0.665	-10.6	11.9	102.7	-1.0

No enrichment for hits; any-hit rate near 7.1%.
